Bioassay records (PubChem BioAssay)
DUSP3 inh = VHR1 phosphatase inhibitors, primary screen, biochemical, absorbance, uHTS; Dual specificity protein phosphatase 3 (Homo sapiens), P51452; recombinant VHR phosphatase, pNPP absorbance; inhibition, % at 13.3 µM; 290,000 tested, 0.52% active; AID 1654, 2009; in the data active means inhibition above about 50%; further: some compounds called inactive have numbers as strong as hits
Target sequence (P51452 whole entry, looked up): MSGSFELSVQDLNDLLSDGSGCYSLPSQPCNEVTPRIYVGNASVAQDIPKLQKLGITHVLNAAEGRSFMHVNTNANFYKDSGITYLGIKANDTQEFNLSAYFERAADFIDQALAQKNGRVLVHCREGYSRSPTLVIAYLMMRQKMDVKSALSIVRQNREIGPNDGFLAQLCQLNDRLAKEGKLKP
PriA SSB inh = inhibitors of Klebsiella pneumoniae PriA binding to SSB C-terminal tail, primary screen, biochemical, AlphaScreen; PriA–SSB C-terminal tail interaction (Klebsiella pneumoniae); AlphaScreen SSBct-PriA binding, biotinylated peptide; inhibition, % at 33 µM; 430,000 tested, 0.6% active; in the data active means inhibition mostly above about 37%, no sharp cut-off; inactive means mostly below about 20%;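 further: plate controls were negative control peptide for no effect and reference peptide for full effect; strong numbers were not always called active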
3CLpro inhibitor = SARS-CoV 3CLpro protease inhibitors, primary screen, biochemical, quenched FRET. Replicase polyprotein 1ab (Severe acute respiratory syndrome coronavirus), P0C6X7. recombinant SARS-CoV 3CLpro, quenched FRET peptide cleavage. inhibition, % at 6 µM. 290,000 tested, 0.14% active; in the data active means inhibition above about 12%
Rv3671c protease = Rv3671c serine protease inhibitors, primary screen, biochemical, fluorescence polarization, M. tuberculosis H37Rv. inhibition, % at 5.96 µM. 320,000 tested, 0.048% active. AID 2606, 2010; in the data active means inhibition above about 38%;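 further: extracellular domain of Rv3671c used as enzyme; 0% = enzyme with DMSO and 100% = no enzyme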
FBA Mtb inh = Mtb FBA enzyme inhibitors, primary screen, biochemical, fluorescence, strain H37Rv | purified M. tuberculosis FBA, fluorescence read-out | inhibition, % at 1 µM | 360,000 tested, 2.3% active | AID 588726, 2011; in the data active means inhibition above about 27%;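 further: 0% = vehicle and 100% = reference inhibitor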
Target sequence (P9WQA3 whole entry, looked up): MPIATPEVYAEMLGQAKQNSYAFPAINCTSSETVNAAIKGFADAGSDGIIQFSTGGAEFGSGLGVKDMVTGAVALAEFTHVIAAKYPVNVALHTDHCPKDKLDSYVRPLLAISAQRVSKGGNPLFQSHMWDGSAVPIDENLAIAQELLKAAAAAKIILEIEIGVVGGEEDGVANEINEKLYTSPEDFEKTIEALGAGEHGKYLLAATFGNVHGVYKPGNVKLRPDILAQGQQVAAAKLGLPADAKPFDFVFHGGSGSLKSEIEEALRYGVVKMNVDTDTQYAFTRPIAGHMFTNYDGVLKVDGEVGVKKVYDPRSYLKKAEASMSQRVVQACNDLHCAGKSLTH
MazF activator = activators of E. coli MazEF toxin-antitoxin RNase, primary screen, biochemical, fluorescence, uHTS; Endoribonuclease toxin MazF (Escherichia coli (strain K12)), P0AE70; FAM/BHQ RNA-DNA oligo cleavage fluorescence, 5 h; activation, % at 20 µM; 350,000 tested, 0.32% active; in the data active means activation above about 50%
Target sequence (P0AE70 whole entry, looked up): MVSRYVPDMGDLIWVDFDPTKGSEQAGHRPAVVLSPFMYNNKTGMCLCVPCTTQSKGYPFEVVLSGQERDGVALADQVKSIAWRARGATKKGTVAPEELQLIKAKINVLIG
Mtb UGM inh = M. tuberculosis UGM enzyme inhibitors, primary screen, biochemical, fluorescence polarization, single point | UDP-galactopyranose mutase (Mycobacterium tuberculosis (strain ATCC 25618 / H37Rv)), … | purified UGM, fluorescence polarization probe displacement | inhibition, % at 10 µM | 320,000 tested, 0.06% active | AID 504406, 2011; in the data active means inhibition above about 10%, passing the limit was not always enough
Target sequence (P9WIQ1 whole entry, looked up): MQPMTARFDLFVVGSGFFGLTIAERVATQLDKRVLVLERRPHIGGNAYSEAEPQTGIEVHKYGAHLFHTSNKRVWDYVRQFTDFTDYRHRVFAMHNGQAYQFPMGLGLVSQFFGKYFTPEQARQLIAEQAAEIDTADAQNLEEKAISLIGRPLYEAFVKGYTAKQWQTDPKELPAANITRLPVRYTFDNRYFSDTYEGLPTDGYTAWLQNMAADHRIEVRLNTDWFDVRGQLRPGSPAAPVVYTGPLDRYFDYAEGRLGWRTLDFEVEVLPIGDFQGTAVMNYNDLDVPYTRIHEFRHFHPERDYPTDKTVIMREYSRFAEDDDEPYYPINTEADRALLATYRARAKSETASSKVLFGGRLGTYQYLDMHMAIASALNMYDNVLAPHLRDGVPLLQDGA
GDH-TPI counter = GDH-TPI coupling enzyme inhibitors, primary screen, artefact control for M. tuberculosis FBA inhibitor project, biochemical, absorbance, full deck | 360,000 tested, 1.2% active | GDH-TPI coupled enzyme counterscreen, NADH absorbance | AID 588335, 2011 | inhibition, % at 4.8 µM; in the data active means inhibition above about 30%;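 further: 0% = DMSO wells and 100% = wells lacking the enzyme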
BH1578 lux ind = inducers of Vibrio cholerae quorum light production without autoinducers, primary screen, BH1578 luxS cqsA deficient, single point; V. cholerae BH1578 lux reporter, luminescence, 6 h; activation, % at 18.7 µM; 350,000 tested, 0.16% active; AID 588436, 2011; in the data active means activation mostly above about 9.7%, no sharp cut-off; further: not every result past the cut was called active; inactives centre near 0; reference of the scale not given here
Mtb BioA inh = M. tuberculosis BioA enzyme inhibitors, primary screen, biochemical, plate reader, single point, HTS. 7,8-diaminopelargonic acid synthase BioA (Mycobacterium tuberculosis). AID 602481, 2012. purified M. tuberculosis BioA enzyme. inhibition, % at 9.99 µM. 360,000 tested, 0.096% active; in the data active means inhibition above about 40%
Numbers without * were called inactive; i = inactive; / = no result given; & = joins results of further samples; ! = a repeat was not active. Not all compounds are listed, so the mix of outcomes need not match the whole.

Start of the data: the first eleven entries (preview)
SMILES | DUSP3 inh | PriA SSB inh | 3CLpro inhibitor | Rv3671c protease | FBA Mtb inh | MazF activator | Mtb UGM inh | GDH-TPI counter | BH1578 lux ind | Mtb BioA inh
COCCN(CCOC)S(=O)(=O)c1ccc(C(=O)Nc2nc(C)c(C(C)=O)s2)cc1 | 13 | -18 | -1 | -11 | -2 | 0 | -1.6 | 25 | -4.2 | 0.7
Cc1ccc(-c2cnc3c(c2)C(=O)N([C@H](C)CO)C[C@@H](C)[C@@H](CN(C)C(=O)Cc2ccccc2)O3)cc1 | / | / | / | / | 7 | 6 | / | 5 | -0.6 | -1.6&-2.2&-5.0
Cc1cc(C([O-])=C(C(=S)Nc2ccc(F)cc2)[n+]2ccccc2)c(C)n1-c1ccc(F)cc1 | / | 2 | / | / | 4 | 5 | / | 12 | i | -2.4
CC1(C)CC2CC(C)(CN2S(=O)(=O)c2ccc(C(=O)Nc3cccc(S(=O)(=O)N4CCOCC4)c3)cc2)C1 (configuration not stated) | 2 | -10 | 12 | -187 | -1 | 3 | -0.7 | 5 | -0.4 | -0.1
O=C1c2cc(N3CCCC3)c([N+](=O)[O-])cc2C(=O)N1c1ccccc1 | 7 | -11 | 3 | -4 | 0 | 15 | -1.7 | 4 | -0.3 | -0.8
CC(=O)Nc1ccc(C(=S)NCCCO)cc1 | 33 | -12 | 2 | 0 | 5 | 1 | 1.2 | 2 | -0.3 | /
COc1ccc(C2C(C#N)=C(N)OC(C(C)(C)C)=C2C#N)cc1OC (configuration not stated) | 8 | -5 | -2 | -9 | 0 | 17 | 1.2 | 5 | -0.7 | 3.3
COCCN(Cc1ccccc1)C(=O)c1cccc(S(=O)(=O)N2CCCc3ccccc32)c1 | / | -5 | / | 4 | 1 | 2 | -7.6 | -7 | 3.1 | 0.0
COc1ccc(NC(=S)SC)cc1OC | 3 | -5 | -5 | 4 | 1 | -14 | 0.2 | 8 | i | /
COCCCN1C(=O)C(CC(=O)NCC2CCCCC2)CC(C(=O)N2CCOCC2)=C1C (configuration not stated) | / | / | / | / | 2 | 4 | / | -5 | -0.5 | -0.2
CN(Cc1ccc(Cl)s1)C(=O)CNC(=O)CNC(=O)c1ccc(Cl)cc1Cl | / | -12 | / | -6 | 3 | 0 | 0.3 | 17 | -1.3 | 1.7

All compounds of this part, from the start:
SMILES | DUSP3 inh | PriA SSB inh | 3CLpro inhibitor | Rv3671c protease | FBA Mtb inh | MazF activator | Mtb UGM inh | GDH-TPI counter | BH1578 lux ind | Mtb BioA inh
COCCN(CCOC)S(=O)(=O)c1ccc(C(=O)Nc2nc(C)c(C(C)=O)s2)cc1 | 13 | -18 | -1 | -11 | -2 | 0 | -1.6 | 25 | -4.2 | 0.7
Cc1ccc(-c2cnc3c(c2)C(=O)N([C@H](C)CO)C[C@@H](C)[C@@H](CN(C)C(=O)Cc2ccccc2)O3)cc1 | / | / | / | / | 7 | 6 | / | 5 | -0.6 | -1.6&-2.2&-5.0
Cc1cc(C([O-])=C(C(=S)Nc2ccc(F)cc2)[n+]2ccccc2)c(C)n1-c1ccc(F)cc1 | / | 2 | / | / | 4 | 5 | / | 12 | i | -2.4
CC1(C)CC2CC(C)(CN2S(=O)(=O)c2ccc(C(=O)Nc3cccc(S(=O)(=O)N4CCOCC4)c3)cc2)C1 (configuration not stated) | 2 | -10 | 12 | -187 | -1 | 3 | -0.7 | 5 | -0.4 | -0.1
O=C1c2cc(N3CCCC3)c([N+](=O)[O-])cc2C(=O)N1c1ccccc1 | 7 | -11 | 3 | -4 | 0 | 15 | -1.7 | 4 | -0.3 | -0.8
CC(=O)Nc1ccc(C(=S)NCCCO)cc1 | 33 | -12 | 2 | 0 | 5 | 1 | 1.2 | 2 | -0.3 | /
COc1ccc(C2C(C#N)=C(N)OC(C(C)(C)C)=C2C#N)cc1OC (configuration not stated) | 8 | -5 | -2 | -9 | 0 | 17 | 1.2 | 5 | -0.7 | 3.3
COCCN(Cc1ccccc1)C(=O)c1cccc(S(=O)(=O)N2CCCc3ccccc32)c1 | / | -5 | / | 4 | 1 | 2 | -7.6 | -7 | 3.1 | 0.0
COc1ccc(NC(=S)SC)cc1OC | 3 | -5 | -5 | 4 | 1 | -14 | 0.2 | 8 | i | /
COCCCN1C(=O)C(CC(=O)NCC2CCCCC2)CC(C(=O)N2CCOCC2)=C1C (configuration not stated) | / | / | / | / | 2 | 4 | / | -5 | -0.5 | -0.2
CN(Cc1ccc(Cl)s1)C(=O)CNC(=O)CNC(=O)c1ccc(Cl)cc1Cl | / | -12 | / | -6 | 3 | 0 | 0.3 | 17 | -1.3 | 1.7
COC(=O)c1ccccc1NC(=S)N1CCN(c2ccccc2)CC1 | 24 | 15 | -2 | 6 | 2 | -5 | 0.7 | 5 | i | 6.3
CCOc1ccc(OCC(=O)N2CCN(S(=O)(=O)c3ccccc3)CC2)cc1 | / | / | / | / | -3 | -5 | / | -4 | i | 1.4
COc1ccc(/C=C/C(=O)Oc2cccc(/C=N/NC(=O)COc3c(C)cccc3C)c2)cc1 | 25 | / | -1 | 0 | 0 | 26 | 0.8 | 9 | / | -0.5
O=S(=O)(NCc1ccccc1)c1ccc(-c2cnc(C3CC3)o2)cc1 | -6 | -11 | 1 | -3 | 27* | 1 | 1.1 | 3 | -2.0 | -0.8
O=C(CN1CCN(S(=O)(=O)c2ccc(Br)cc2)CC1)Nc1ccc(F)cc1F | 10 | -8 | -1 | 0 | 5 | -2 | 1.5 | 7 | i | /
CN(Cc1ccon1)C(=O)CC1C(=O)NCCN1Cc1ccc(Cl)c(F)c1 (configuration not stated) | 6 | 5 | -2 | 3 | 2 | -9 | 1.4 | -2 | -0.1 | 1.2
Cc1cccc(OCCn2c(=O)n(C)c3ccccc32)c1 | -9 | -12 | 3 | 8 | 3 | -5 | 3.4 | 0 | -0.3 | 0.5
Cc1ccc(NC(=O)CSc2nc(N)c3cc4c(nc3n2)CCCC4)cc1 | 3 | -3 | 0 | -32 | 2 | 10 | / | 15 | -0.1 | 0.6
COc1ccc(N2CCN(C(=O)c3cccnc3SCc3cccc(Br)c3)CC2)cc1 | 3 | 20 | -2 | 5 | -1 | 4 | -0.1 | -16 | 1.5 | -0.4
O=C(CCn1cncn1)N1CCCC(N2CCN(c3ccc(F)cc3)CC2)C1 (configuration not stated) | 28 | -8 | 1 | 1 | -1 | 3 | -0.9 | -2 | -1.7 | -0.4
COc1ccc(OCCOc2ccc(/C=C3\C(=N)N4N=C(C)SC4=NC3=O)cc2)cc1 | / | -17 | / | -9 | 4 | -27 | -0.4 | 8 | i | 0.9
CCOc1ccc(N=Cc2ccc(N(C)C)cc2)c(O)c1 | / | / | / | / | -4 | -117 | / | 24 | i | -3.0
Cc1ccc(CN(C)C(=O)c2ccc(S(=O)(=O)N3CCCCCC3)cc2)o1 | / | 2 | / | / | 1 | 1 | / | -1 | -1.7 | 1.0
Cc1c(NC(=O)C2CCN(S(=O)(=O)c3cccs3)CC2)c(=O)n(-c2ccccc2)n1C | 10 | -2&-8 | 2 | 0 | 3 | -1 | 1.0 | 0 | -0.5 | -1.2
(next part)
SMILES | DUSP3 inh | PriA SSB inh | 3CLpro inhibitor | Rv3671c protease | FBA Mtb inh | MazF activator | Mtb UGM inh | GDH-TPI counter | BH1578 lux ind | Mtb BioA inh
CCOC(=O)c1c(-c2ccccc2)oc2ccc(OCC(=O)O)cc12 | 17 | -7 | 11 | -8 | 161* | 1 | 1.5 | -1 | -0.1 | /
COc1ccc(-c2nc(C)c(C(C)=O)n2O)cc1OC | 2 | -12 | 1 | -2 | 1 | -2 | -0.4 | 26 | i | 1.4
O=C(COC(=O)c1cccnc1SCC(=O)NCc1ccccc1)NCc1ccccc1 | 30 | -18 | -4 | -5 | 3 | 0 | 0.6 | 8 | -0.3 | -0.1
Cn1nccc1CNC(=O)c1ccnn1C | 5 | -2 | -1 | 1 | 0 | 10 | -0.3 | 11 | i | -1.6
CCN(CC(=O)Nc1c(F)cccc1F)C(=O)c1cccc(-n2cccc2)c1 | / | 4 | / | -6 | 4 | 0 | -0.5 | 5 | i | -2.2
BrC(=C\c1ccccc1)/C=N/Nc1nc(N2CCOCC2)nc(N2CCOCC2)n1 | -4 | / | 3 | -7 | -1 | 11 | 2.4 | 31* | i | /
Cc1onc(-c2c(Cl)cccc2Cl)c1C(O)c1ccccc1 (configuration not stated) | 6 | -8 | 1 | -4 | 0 | -8 | 0.1 | -6 | i | -0.2
Cc1ccc(C(=O)Nc2cccc3ccccc23)cc1 | 23 | 11 | -5 | -6 | 0 | 4 | -0.9 | 1 | i | -0.2
Cc1cc(C)c(NC(=O)COC(=O)/C=C/c2cccc(C(F)(F)F)c2)c(C)c1 | -2 | -6 | 2 | 0 | 5 | -22 | -1.4 | -8 | -0.2 | /
CC(=O)O[C@@H]1C[C@@]2(C)[C@@H](CC[C@H]2[C@@H](C)/C=C\CC(C)C)C2=C[C@@H](O)[C@@]3(O)C[C@@H](O)[C@H](O)C[C@]3(CO)[C@]21O | / | / | / | / | 2 | / | / | -6 | -0.3 | -1.6
O=C(NNC(=O)c1cc(-c2ccccc2)nc2ccccc12)Nc1cccc(Cl)c1 | 24 | 18 | -1 | -100 | 1 | -2 | 3.5 | 11 | -0.3 | 0.2
Cc1nn(-c2ccccc2)c(C)c1C(=O)OCC(=O)N(C)c1c(N)n(Cc2ccccc2)c(=O)[nH]c1=O | / | 5 | / | 2 | 1 | 5 | 1.2 | -10 | -11 | /
CN(CCNC(=O)c1cc2c(=O)n(C)c3ccccc3c2n1C)Cc1ccccc1 | 21 | -1 | -4 | 6 | 4 | 2 | -0.5 | 5 | -0.2 | -0.3
O=C(c1cccc([N+](=O)[O-])c1)c1ccc2c(c1)C(=O)N(c1c[nH]c(=O)[nH]c1=O)C2=O | 67 | / | 2 | -14 | / | / | -1.6 | / | / | /
CCCCNc1nc2c(-c3ccccc3)nnn2c2ccccc12 | -9 | -20 | 7 | 1 | 2 | 3 | 3.5 | 8 | -0.5 | /
Brc1ccc(Cn2c(-c3ccc(Br)o3)nc3ccccc32)o1 | -6 | 57*! | -4 | / | -1 | -7 | / | 4 | -0.3 | /
CCOC(=O)NCC(C)(C)CNC(=O)OCC | -22 | -5 | -6 | 2 | 0 | 0 | 1.5 | 0 | -0.3 | 0.4
O=C(COc1cccc2ccccc12)N/N=C/C=C/c1ccccc1 | -4 | / | -1 | -25 | 0 | -7 | -1.7 | 16 | -0.3 | /
COc1ccc(CCN(Cc2cccs2)S(=O)(=O)c2ccc(C(=O)O)cc2)cc1OC | 34 | -1 | 6 | -4 | 1 | -2 | 0.8 | 0 | -0.9 | /
CCCn1c(SCC(=O)Nc2nnc(CC)s2)nnc1-c1ccco1 | 14 | 6 | 6 | -4 | -8 | 1 | 1.4 | 0 | i | 5.8
COc1ccc(Cn2nnnc2CN2CCC(c3nc4ccccc4s3)CC2)cc1 | 28 | -11 | 1 | -4 | -1 | -8 | 2.3 | 5 | -0.6 | 0.8
Cc1ccc(OCCn2c(=O)sc3ccccc32)cc1 | 8 | -84 | 5 | 2 | -2 | 1 | -3.0 | -6 | i | -1.4
O=C(O)c1cc(-c2cccc([N+](=O)[O-])c2)n[nH]1 | -20 | 10 | -1 | 2 | -4 | -5 | -0.3 | 4 | -2.7 | 0.4
